# Screens (PubChem)
# TEAD-YAP block – TEAD-YAP interaction inhibition, primary screen, TEAD-YAP interaction inhibitor project, luminescence, HEK-TIYL cells; TEAD-Gal4/YAP UAS-luciferase luminescence; inhibition, % at 9.12 µM; 1.4% of 640,000 active; AID 1259422, 2018; in the data active = inhibition above about 32%;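 note: 0% = median of test compound wells and 100% = reference inhibitor wells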
# FBW7 activator – FBW7 E3 ligase activators, primary screen, biochemical, AlphaScreen, human; normalized activity (activation), % at 26.1 µM; F-box/WD repeat-containing protein 7 (Homo sapiens), Q969H0; 0.13% of 650,000 active; AlphaScreen FBW7–phospho-cyclin E peptide binding, activator screen; in the data active = normalized activity above about 1.9%;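 note: purified mutant Fbw7 with reduced substrate affinity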
# Target sequence (Q969H0 whole entry, looked up): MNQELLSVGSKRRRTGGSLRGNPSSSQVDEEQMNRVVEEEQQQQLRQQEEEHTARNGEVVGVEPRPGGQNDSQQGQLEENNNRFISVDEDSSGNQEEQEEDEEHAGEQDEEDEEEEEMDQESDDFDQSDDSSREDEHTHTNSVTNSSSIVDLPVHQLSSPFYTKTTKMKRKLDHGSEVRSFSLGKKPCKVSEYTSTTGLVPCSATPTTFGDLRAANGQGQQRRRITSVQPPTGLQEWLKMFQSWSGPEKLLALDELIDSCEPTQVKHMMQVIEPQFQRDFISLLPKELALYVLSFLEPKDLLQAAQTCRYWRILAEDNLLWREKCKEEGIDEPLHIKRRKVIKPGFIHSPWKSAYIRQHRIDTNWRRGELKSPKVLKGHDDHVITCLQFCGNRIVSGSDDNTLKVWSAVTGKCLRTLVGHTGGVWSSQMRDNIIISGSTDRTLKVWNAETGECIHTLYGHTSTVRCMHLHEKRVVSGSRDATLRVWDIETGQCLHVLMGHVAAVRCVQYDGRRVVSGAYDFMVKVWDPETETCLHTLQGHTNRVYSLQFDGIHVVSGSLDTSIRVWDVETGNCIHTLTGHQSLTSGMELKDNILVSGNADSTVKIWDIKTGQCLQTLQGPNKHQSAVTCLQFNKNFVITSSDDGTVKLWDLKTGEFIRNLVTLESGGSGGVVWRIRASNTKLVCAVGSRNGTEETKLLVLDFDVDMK
# MITF inh – MITF inhibitors, primary screen, biochemical, AlphaScreen, human; AlphaScreen MITF homodimerization, bead proximity signal; AID 1259374, 2018; inhibition, % at 2.6 µM; Microphthalmia-associated transcription factor (Homo sapiens), O75030; 0.91% of 650,000 active; in the data active = inhibition above about 50%;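 note: 0% = vehicle wells with protein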
# GPR151 ag – activators of human GPR151, primary screen, cell-based, PathHunter beta-arrestin, luminescence | 1% of 650,000 active | AID 1508602, 2020 | PathHunter beta-arrestin GPR151 cells | G-protein coupled receptor 151 (Homo sapiens), Q8TDV0 | activation, % at 11.2 µM; in the data active = activation above about 4.9%;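 note: 0% = median of compound wells and 100% = cells with positive control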
# Active calls of the source: *; & = joins results of further samples.
SMILES,TEAD-YAP block,FBW7 activator,MITF inh,GPR151 ag
CC1CCCCN1C(=O)c1cc2cc(Br)ccc2oc1=O (configuration not stated),1,-0.1,-2,-2.0
O=C1N[C@@H](Cc2ccc(O)cc2)C(=O)N2CCN(Cc3ccsc3)C[C@H]12,-7,0.9,6,-1.3
C#CCOc1ccc2ccccc2c1/C=c1\sc2n(c1=O)C(c1ccccc1OC(C)C)C(C(=O)OCC)=C(C)N=2 (configuration not stated),6,0.0,9,0.9
CC1(C)Cc2ccccc2-c2nnc(SCC(=O)NCc3ccc(F)cc3)n21,5,-0.1,-8,0.6
O=C(Nc1sc2c(c1C(=O)N1CCOCC1)CCC2)c1ccccc1F,-3,0.0,-17,-1.5
CSc1ccccc1NC(=O)Cc1nn(C)c(=O)c2ccccc12,26,0.0,-14,-0.5
Cc1cc(Nc2ccc(Oc3ccccc3)cc2)nc(-c2ccc(C(=O)N3CCN(C)CC3)cc2)n1,6,0.3,17,1.8
c1ccc(OCCSC2=NCCS2)cc1,-36,0.1,6,-1.6
Cc1cccc[n+]1C1C(c2ccc([N+](=O)[O-])cc2)C(C#N)=C(C(C#N)C#N)NC1(O)C1CC1 (configuration not stated),-2&6,-0.1&0.1,-6&-9,-0.6&2.0
CCc1ccc(CN(C)Cc2c(C(=O)N(C)CCc3ccccc3)nc3sccn23)nc1,4,0.2,10,1.5
O=C(CCN1CCc2ccccc21)NCC1CCCO1 (configuration not stated),-4,-0.1,-7,-0.6
COc1ccc(Br)cc1C(=O)Nc1cccc(C)c1,-3,0.0,-2,0.9
Cc1c(C2c3ccccc3Oc3ccccc32)c(=O)n(-c2ccccc2)n1C,-26,0.0,24,-1.1
COc1cccc(OC)c1C(=O)Nc1cccc(F)c1,-3,-0.1,2,-0.8
CN1CCCc2cc(CN3CCC4(CC3)CC4C(=O)Nc3ccc4c(c3)OCO4)ccc21 (configuration not stated),-1,-0.1,-2,4.9*
C=CCSc1nnc(NC(=O)/C=C/c2cccc(F)c2)s1,-1,-0.1,2,-2.8
Fc1ccc2nc(Nc3nc4c(s3)CCCC4)sc2c1,-62,-0.1,-11,-0.2
CCn1c(-c2ccccc2O)n[nH]c1=S,1,0.0,-2,0.3
COc1ccc(S(=O)(=O)NC(CC(=O)NCCc2ccc(OC)c(OC)c2)c2ccco2)cc1 (configuration not stated),-1,-0.1,10,-3.0
CCOC(=O)c1ccc(NC(=O)CSc2nc(SC)ns2)cc1,-30,0.5,4,0.3
CC(C)N1CCC(N2CCN(Cc3cnn(-c4ccccc4Cl)c3)CC2CCO)CC1 (configuration not stated),4,0.2,11,-0.9
CN(Cc1nc(-c2cccnc2)no1)S(=O)(=O)c1ccc(Cl)cc1,1,0.2,5,2.5
COC(=O)c1cc2ccsc2n1Cc1cc(=O)n2ccccc2n1,-22,-0.1,4,-0.6
CN1CCN(C(=O)c2ccc(-c3cc(Nc4ccccc4)nc(N)n3)cc2)CC1,-12,0.2,-5,4.1
O=C(O)c1ccc(SCc2cc(F)ccc2F)c([N+](=O)[O-])c1,1,-0.3,3,2.4
Cc1ccccc1-n1nc([N+](=O)[O-])c(=NC2CCCCC2C)n1O (configuration not stated),-29,0.1,8,1.9
CCCCOc1ccc(/C=C2\N=C(c3cccs3)OC2=O)cc1,2,0.1,-11,-1.4
CN(C)C(=O)c1cnccc1Nc1cccc(C(=O)NCC(O)C(=O)N2CCOCC2)c1 (configuration not stated),3,0.4,13,-0.9
CCCc1cc(=O)[nH]c(SCC(=O)NC(C)(C#N)C(C)C)n1 (configuration not stated),6,-0.1,3,-1.7
O=C(O)c1cccc2c1NC(c1ccccc1Br)C1CC=CC21 (configuration not stated),-2,-0.2,5,-0.1
O=C(NC(=S)N1CCN(c2cccc(C(F)(F)F)c2)CC1)c1ccccc1,-14,-0.1,-11,-0.1
Oc1oc(-c2ccccc2Br)nc1C=Nc1cc(Cl)c(Cl)cc1Cl,-1,0.1,-5,-0.1
COC(=O)C1=C(C)NC(C)=C(C(=O)OCC(C)C)C1c1ccccc1[N+](=O)[O-] (configuration not stated),6&29,-0.1&-0.1&-0.2,-2&21&14,-0.3&-0.4&0.3
O=C1NC(c2cccc(Cl)c2)C(C(=O)c2cccnc2)C(O)(C(F)(F)F)N1 (configuration not stated),4,0.0,-11,-0.2
COc1ccc2c(c1OC)C(=O)N(c1ccc(Cl)cc1)C2=O,7,0.4,18,0.1
O=C(Cn1nc2n(Cc3ccccc3F)c3ccccc3n2c1=O)N1CCCC1,4,0.2,17,0.7
Cn1c(=O)[nH]c(N2CCCC2)c(Cc2ccccc2-c2ccccc2)c1=O,12,-0.3,3,-1.5
COc1cc(C(=O)Nc2cc(C(F)(F)F)ccc2N2CCOCC2)cc(OC)c1OC,0,0.2,6,0.9
O=C(NCc1cccnc1)c1cc(-c2ccc(F)cc2)on1,-18,0.1,9,2.1
Cc1ccc(C2CC(=O)NC(SCC(=O)Nc3ccc(Br)cc3)=C2C#N)cc1 (configuration not stated),6,0.0,13,-0.6
O=C1C(c2ccc(F)cc2Cl)N(CCc2ccccc2)C(=O)CN1C1CCCCCC1 (configuration not stated),-30,0.5,-6,1.9
CC(=O)N1CCC(N(C(=O)CSCCNC(=O)c2ccccc2Cl)C2CC2)CC1,2,-0.1,-2,0.1
CCSc1nnc(NC(=O)CCCn2c3ccccc3c(=O)c3cc(C)ccc32)s1,7,-0.1,8,0.7
CC(C)COc1ccc(C(=O)CCN2CCCCC2)cc1,-8,0.5,28,-0.4
CCOC(=O)CSc1nc2sc3c(c2c(=O)n1Cc1ccccc1)CC(C)CC3 (configuration not stated),6,-0.2,4,1.0

# Some of the entries above, set out differently:
SMILES: O=C(O)c1ccc(SCc2cc(F)ccc2F)c([N+](=O)[O-])c1
  TEAD-YAP block: 1 | FBW7 activator: -0.3 | MITF inh: 3 | GPR151 ag: 2.4

SMILES: C=CCSc1nnc(NC(=O)/C=C/c2cccc(F)c2)s1
  TEAD-YAP block: -1 | FBW7 activator: -0.1 | MITF inh: 2 | GPR151 ag: -2.8

SMILES: CCSc1nnc(NC(=O)CCCn2c3ccccc3c(=O)c3cc(C)ccc32)s1
  TEAD-YAP block: 7 | FBW7 activator: -0.1 | MITF inh: 8 | GPR151 ag: 0.7

SMILES: Cc1cc(Nc2ccc(Oc3ccccc3)cc2)nc(-c2ccc(C(=O)N3CCN(C)CC3)cc2)n1
  TEAD-YAP block: 6 | FBW7 activator: 0.3 | MITF inh: 17 | GPR151 ag: 1.8

# (further entries)
SMILES,TEAD-YAP block,FBW7 activator,MITF inh,GPR151 ag
Cc1cccc(C(=O)O)c1NC(=O)Cc1cccc2ccccc12,-5,-0.1,21,-0.7
Cc1ccc2nsnc2c1NC(=O)c1ncn[nH]1,5,-0.4,53*,0.9
Cc1sc2nc(SCC(=O)Nc3ccccc3N3CCOCC3)nc(N)c2c1C,43*,-0.1,1,-1.1
C=CCSc1n[nH]c(-c2ccc([N+](=O)[O-])cc2)n1,-16,0.4,2,-0.2
Nc1cc(=O)[nH]c(SCC(=O)NCC2CCCCC2)n1,2,0.3,13,0.1
CSc1cccc2sc(N(CCN(C)C)C(=O)c3ccc(C)cc3)nc12,2,-0.1,17,-0.6
CCOC(=O)N1CCN(C(=O)c2ccc(COc3cccc4c3OC(C)(C)C4)cc2)CC1,18,0.2,8,-1.3
CC(=O)Nc1cnn(-c2ccc(C(=O)N3CCN(c4ccccc4)C(=O)C3)cc2)c1,-5,0.0,-3,0.4
COc1ccc(C(=O)Oc2ccc(-c3noc(-c4ccc(OC(=O)c5ccc(OC)c(F)c5)cc4)n3)cc2)cc1F,-5,0.0,-2,-1.0
COc1ccc(OCC(=O)Nc2ccc(Br)c(Cl)c2)cc1,1,0.1,3,1.4
COc1ccccc1C(=O)Nc1nc2c(s1)CC(C)CC2 (configuration not stated),-54,0.1,0,-0.8
Cc1cc(=O)[nH]c(N/N=C/c2ccccc2OCC(=O)O)n1,-6,0.1,-7,1.8
CN(C)c1ccc(NC(=O)CSc2nc3cccnc3n2C)cc1,2,0.5,0,-1.4
C=CCOC(=O)C1=C(C)NC(C)=C(C(=O)OCC=C)C1c1cn(-c2ccccc2)nc1-c1cccs1,-8,0.6,1,0.7
CSc1ccccc1NC(=O)Cc1ccc(Br)cc1,0,-0.1,1,-0.1

# Record cards (already shown).
# Cc1cc(=O)[nH]c(N/N=C/c2ccccc2OCC(=O)O)n1 is listed with TEAD-YAP block: -6; FBW7 activator: 0.1; MITF inh: -7; GPR151 ag: 1.8
# Cc1cccc(C(=O)O)c1NC(=O)Cc1cccc2ccccc12 is listed with TEAD-YAP block: -5; FBW7 activator: -0.1; MITF inh: 21; GPR151 ag: -0.7

# (list continues)
SMILES,TEAD-YAP block,FBW7 activator,MITF inh,GPR151 ag
O=C(Nc1ccc(F)cc1)c1ccc2c(=O)n(Cc3ccco3)c(=S)[nH]c2c1,2,0.1,-5,0.8
COCCNC(=O)C(=O)NCC1OCCN1S(=O)(=O)c1cccs1 (configuration not stated),1,1.8,9,0.6
CCN(CC)C(=O)c1cccc(NC(=O)Cn2nc(-c3ccccc3OC)ccc2=O)c1,6,0.0,12,-0.5
CC(=O)c1sc(=Nc2ccc(C)c(C)c2)n(CCCO)c1C,-6,-0.1,18,-2.0
Cc1cccc(N(C)S(=O)(=O)c2ccsc2C(=O)Nc2cccc(Cl)c2)c1,2,0.3,-9,-0.5
CC(C)(C)c1nnc(NN2CCOCC2)[nH]c1=O,0,0.1,-6,0.4
COc1ccc(NC(=O)Nc2ccccc2I)cc1OC,-12,0.0,6,-0.9
COc1cccc(-n2c(O)c(C=Nc3cc(OC)ccc3OC)c3ccccc3c2=O)c1,-3,-0.1,-1,0.6
Cc1ccnc(NC(=S)NC(=O)c2ccco2)c1,-19,0.1,15,0.4
CC(C)c1nnc(SCc2c(F)cccc2Cl)n1N,-12,-0.1,-2,-0.4
CC1CC(C)CN(c2ccc(C(=O)Nc3ccc(C(C)C)cc3)cc2[N+](=O)[O-])C1 (configuration not stated),-4,0.0,6,2.9
COc1ccccc1-n1c(SCC(=O)Nc2ccc(Cl)cc2)nc(O)cc1=O,11,0.3,12,-1.1
Brc1cncc(-c2cc(N3CCOCC3)nc(-c3ccccc3)n2)c1,-1,-0.1,-2,-2.3
CC(=O)OCC1(C)CN(c2ccccc2)NC1=O (configuration not stated),2,0.1,6,0.2
CCn1cc(S(=O)(=O)CC(=O)Nc2ccc3c(c2)OCCO3)c2ccccc21,-7,0.0,13,-1.2
O=C(NCC(O)c1ccc(Cl)cc1)c1cn(-c2cccc3[nH]ncc23)nn1 (configuration not stated),-1,0.1,-8,0.1
O=C(NC(=S)Nc1ccccc1)c1ccccc1[N+](=O)[O-],-12,-0.1,8,0.5
O=C1CC(N2CCN(c3ccccc3F)CC2)C(=O)N1c1cccc([N+](=O)[O-])c1 (configuration not stated),-1,1.5,17,-1.4
CC(=O)Nc1ccc(Br)cc1C(=O)OCc1cccc([N+](=O)[O-])c1,9,0.0,-2,2.6
CC(Cc1ccco1)NC(=O)c1ccc(F)c(F)c1 (configuration not stated),-34,-0.2,0,-2.0
N#CC1=C(N)OC2=C(C(=O)CCC2)C1c1ccc(F)cc1 (configuration not stated),-4,0.5,0,-0.2
O=c1[nH]c(CCl)nc2sc3c(c12)CCCC3,5,-0.2,12,1.4
NC(=O)C1CCN(c2ccc(N3CCCC3CO)nn2)CC1 (configuration not stated),-7,0.3,27,-4.4
CCOC(=O)C1=C(O)/C(=C/c2ccc(N(CC)CC)cc2)SC1=Nc1ccc([N+](=O)[O-])cc1,10,0.1,15,0.7
O=c1n(CN2CCN(c3ccccc3)CC2)nc2c3ccccc3ncn12,-12,-0.1,-10,-0.7
O=P(O)(c1ccccc1)c1nccn1Cc1ccccc1,8,-0.1,7,1.1
COc1cccc(N2C(=O)c3cccc4c(N5CCCC5)ccc(c34)C2=O)c1,2,0.1,4,-0.7
Cc1cccc(NC(=O)COc2ccc([N+](=O)[O-])cc2)n1,5,0.5,7,0.4
COC(=O)C1C(c2ccccc2)C(C(=O)OC)S(=O)(=O)CS1(=O)=O (configuration not stated),5,0.5,7,1.4
Cc1[nH]c(C(=O)OCC(=O)c2cc(C)n(C)c2C)c(C)c1C(C)O (configuration not stated),-19,-0.2,2,5.2*
O=C1c2[nH]nc(-c3ccccc3O)c2C(c2cccc(Br)c2)N1CCCO (configuration not stated),11,0.2,9,-1.2
Cc1cc(NS(=O)(=O)c2ccc(NC(=O)COc3ccc(Cl)cc3)cc2)no1,-12,0.0,0,-0.1

# Structures from the list above that have a furan ring, fused or not, in the order listed:
SMILES,TEAD-YAP block,FBW7 activator,MITF inh,GPR151 ag
COc1ccc(S(=O)(=O)NC(CC(=O)NCCc2ccc(OC)c(OC)c2)c2ccco2)cc1 (configuration not stated),-1,-0.1,10,-3.0
O=C(Nc1ccc(F)cc1)c1ccc2c(=O)n(Cc3ccco3)c(=S)[nH]c2c1,2,0.1,-5,0.8
Cc1ccnc(NC(=S)NC(=O)c2ccco2)c1,-19,0.1,15,0.4
CC(Cc1ccco1)NC(=O)c1ccc(F)c(F)c1 (configuration not stated),-34,-0.2,0,-2.0
